# Source: PubChem (National Center for Advancing Translational Sciences (NCATS))
# AT treatment: candidate therapy for ataxia-telangiectasia | […] A-T fibroblasts, KAP-1 phosphorylation AlphaLISA; neocarzinostatin DNA damage 30 min before lysis | Potency, µM (titrated, usually from 57.5 µM), without a hit: at the highest dose activation, actives largely listed as activators | 320,000 compounds, 0.19% hits | AID 485349; note: potency is the fitted concentration of half-maximal effect; % of control where 0% means no effect; nearly all actives have a fitted effect of over 45% in size
#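 ATM-like activity read as KAP-1 phosphorylation via AlphaLISA donor/acceptor antibody pairs after lysis and 6 hr at 25C. Cells were ATM-null patient fibroblasts ([…], hTERT), dosed 60 min, then exposed to the DSB inducer NCS for 30 min.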
# Giardia killer: kills Giardia lamblia | Giardia lamblia trophozoite viability | activity change, % at 7.66 µM, hits read low | 340,000 compounds, 0.15% hits; in the data active = activity change below about -80%; inconclusive = between about -30% and that limit;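 note: parasites exposed to compound for two days anaerobically before the ATP read; % is set by controls: 0 for no effect and ±100 for the full control effect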
#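 Anaerobic 48 hrs incubation at 37 deg C of 100 trophozoites/well with test compounds; ATPLite 1-Step luminescence, 15-30 min RT, reports cellular ATP as viability.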
# TSHR antagonist: human thyrotropin receptor antagonism. P16473. TSHR-expressing cells, TSH-stimulated cAMP HTRF, 2 h; stronger effect = lower value. activity change, negative = inhibition, % at 11.5 µM. 330,000 compounds, 0.2% hits. AID 504810;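 active = activity change below a set negative limit, meaning inhibition stronger than a set level, cut at about -70% in these data; inconclusive = activity change between two set negative limits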; note: % is set by controls: 0 for no effect and ±100 for the full control effect
#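 Competitive HTRF cAMP read-out (cryptate anti-cAMP antibody, cAMP-d2; 30 min, room temperature) in freshly harvested TSHR cells. Compounds added before TSH at EC80 (4nM final), followed by 2 hours' incubation at 37 deg C.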
# GALK inhibitor: galactokinase (human) inhibition. Potency, µM (doses to about 57.5 µM), inactives show at the highest dose activity change, negative = inhibition, usual class: inhibitors. 270,000 compounds, 0.007% hits. Purified GALK, Kinase-Glo residual ATP luminescence. P51570; note: potency is the fitted concentration of half-maximal effect; % is set by controls: 0 for no effect and ±100 for the full control effect
# Target sequence (P51570 whole entry, looked up): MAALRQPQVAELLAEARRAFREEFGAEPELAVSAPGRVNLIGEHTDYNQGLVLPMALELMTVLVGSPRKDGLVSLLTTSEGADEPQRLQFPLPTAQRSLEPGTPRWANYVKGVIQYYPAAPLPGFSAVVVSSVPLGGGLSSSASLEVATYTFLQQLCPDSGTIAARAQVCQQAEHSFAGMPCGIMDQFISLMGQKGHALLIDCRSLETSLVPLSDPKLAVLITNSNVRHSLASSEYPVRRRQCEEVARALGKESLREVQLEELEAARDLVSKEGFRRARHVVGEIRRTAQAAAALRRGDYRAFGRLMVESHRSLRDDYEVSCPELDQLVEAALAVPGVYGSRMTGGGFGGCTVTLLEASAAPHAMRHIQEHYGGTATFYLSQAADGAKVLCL
#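 Luminescence from leftover ATP (Ultra-Glo luciferase/luciferin) served as read-out after a 1 h room-temperature reaction of 5 nM GALK with 35 uM ATP and 100 uM galactose.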
# TCR act: activates T cell receptor signaling; primary human leukocytes, anti-CD3, IL-2 HTRF, 48 h; Potency, µM (highest dose often 9.22 µM), without a hit: at the top dose activation of IL-2 secretion, usual class: activators; 330,000 tested, under 10 active; note: % of control where 0% means no effect
#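 Compounds are tested in HTS on primary human leukocytes co-incubated with a-CD3 beads for 48 hr. IL-2 output is measured by time-resolved FRET.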
# hERG WT inh: inhibitors of human wildtype KCNH2 potassium channel. Q12809. U2OS, BacMam KCNH2, thallium flux FluxOr; stronger effect = lower value. activity change, % at 1.84 µM. 340,000 compounds, 0.37% hits;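 active = maximum activity change below -70%; inconclusive = maximum activity change between -70% and -50%; inactive = maximum activity change above -50%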; note: % is set by controls: 0 for no effect and ±100 for the full control effect
#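 U2OS cells transduced with wild-type KCNH2 virus are loaded with FluxOr dye for 45 min, and thallium flux is measured in kinetic reads before and after stimulation buffer. Rate constants are normalized to DMSO controls.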
# BCR signal inh: chronic active BCR signaling inhibition; AID 493014; 340,000 compounds, 0.05% hits; ABC-DLBCL IkBa-CBG/CBR reporter, luminescence ratio, 4 h; Potency, µM (doses to about 46.1 µM), inactives show at the highest dose ratio change, negative = lower green/red ratio, usual class: inhibitors; active = well fitted inhibition curve with a large enough effect in the signal ratio, with a control signal flat, not every such curve was filed as active; inconclusive = small, poorly fitted or top-dose-only effect, or effect the other way, or a change in a side signal; the % refers to the signal ratio;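 note: potency is the fitted concentration of half-maximal effect; plate controls were basal doxycycline-induced cells for no effect and cells given 10 µM MG132 for full effect; MG132 reads +100%, hits lower the ratio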
#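 TMD8 human ABC-DLBCL cells with doxycycline-inducible IκBα–green luciferase fusion and unfused red luciferase, in 0.5% FBS medium; compounds up to 46 uM, 4 h at 37C. Green/red luminescence ratio, filter-overlap corrected, fitted to concentration-response curves.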
# Coupling enz: coupling enzyme interference in Giardia aldolase counter-screen | coupling enzyme system counterscreen, AmpLite Red fluorescence | activity change, negative = inhibition, % at 58.2 µM, hits read low | 290,000 compounds, 0.67% hits; in the data active = activity change below about -30%; note: % is set by controls: 0 for no effect and ±100 for the full control effect
#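 Compounds tested against the coupling enzymes alone at 57.5 uM final; readout was AmpLite Red fluorescence (525/598 nm) after 20 min at RT.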
# CXXC DNA block: inhibitors of human MLL CXXC domain-DNA interaction | Q03164 | MLL-CXXC / FITC-HOXA9 DNA fluorescence polarization | AID 2662 | Potency, µM (top dose mostly 115 µM), for the others: at the top dose activity change, negative = inhibition, actives largely listed as inhibitors | 290,000 compounds, 0.037% hits; active = well fitted inhibition curve with a large enough effect in the polarisation, with a control signal flat, not every such curve was filed as active; inconclusive = small, poorly fitted or top-dose-only effect, or effect the other way, or a change in a side signal; inactive = no such curve, though single readings can be large or run the other way; the % refers to the polarisation; note: potency is the fitted concentration of half-maximal effect
#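 Steps: dispense CXXC domain solution (7 uM) → pin compounds or unlabeled HOX-A9 DNA control → 5 min ambient → add FLSN-HOX-A9 solution (50 nM) → spin → 30 min ambient → fluorescence polarization. Tris pH 7.5/NaCl/DTT/BSA buffer.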
# Tb PFK inh: inhibitors of T. brucei phosphofructokinase. O15648. T. brucei PFK, ADP-Glo luminescence. Potency, µM (series often up to 57.5 µM), for inactives: at the top dose activity, negative = inhibition, hits mostly inhibitors. 330,000 compounds, 0.17% hits;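 note: potency is the fitted concentration of half-maximal effect; 0% = uninhibited 1x PFK enzyme wells and -100% = no-enzyme wells; nearly all actives have a fitted effect of over 60% in size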
# Target sequence (O15648 whole entry, looked up): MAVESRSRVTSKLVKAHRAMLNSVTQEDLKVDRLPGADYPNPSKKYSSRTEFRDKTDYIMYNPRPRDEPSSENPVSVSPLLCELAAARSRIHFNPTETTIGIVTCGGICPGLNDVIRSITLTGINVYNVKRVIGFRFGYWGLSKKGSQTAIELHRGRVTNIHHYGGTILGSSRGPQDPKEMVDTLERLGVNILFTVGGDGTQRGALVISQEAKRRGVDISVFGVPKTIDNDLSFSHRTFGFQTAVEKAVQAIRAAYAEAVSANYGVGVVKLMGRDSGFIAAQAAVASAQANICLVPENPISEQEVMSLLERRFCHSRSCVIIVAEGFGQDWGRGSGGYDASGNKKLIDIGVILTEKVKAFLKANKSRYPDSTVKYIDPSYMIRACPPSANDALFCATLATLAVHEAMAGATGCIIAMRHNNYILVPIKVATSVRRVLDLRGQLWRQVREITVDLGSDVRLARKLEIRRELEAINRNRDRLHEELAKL
#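 PFK 1.25 nM, F6P 0.5 mM, ATP 0.1 mM, 0.1 M TEA pH 8.0, 5 mM MgCl2, 0.01% Tween20, 0.1% BSA; 45 min RT. ADP-Glo readout. qHTS titration up to 57 uM; curves fitted, compounds curve-classed.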
# An asterisk follows results filed as active; i = inactive; ? = inconclusive; . = no result given; [ ] = dose if it differs, or a comment. Unless noted, calls come from the whole dose curve; as a rule, active = well fitted curve in the direction sought with a large enough effect; inconclusive = small, poorly fitted or top-dose-only effect, or another doubt; inactive = no such curve, though single readings can be large; an effect the other way counts as inactive or inconclusive.
# The first two compounds as a preview:
SMILES	AT treatment	Giardia killer	TSHR antagonist	GALK inhibitor	TCR act	hERG WT inh	BCR signal inh	Coupling enz	CXXC DNA block	Tb PFK inh
Fc1ccc(C2c3[nH]c4ccccc4c3CCN2Cc2cccn2-c2ncccn2)cc1 (stereo not drawn)	2.1%	1.5	2.1	1.0%	1.5%	-19.6	-13.8%	4.1	-4.1%	-4.3%
COc1ccc(CC(=O)Nc2cccc3c2CCCC3)cc1	2.3%	19.2	-1.2	-4.2%	.	7.9	0.7%	0.5	7.7%	1.3%

# Results, previewed entries included:
SMILES	AT treatment	Giardia killer	TSHR antagonist	GALK inhibitor	TCR act	hERG WT inh	BCR signal inh	Coupling enz	CXXC DNA block	Tb PFK inh
Fc1ccc(C2c3[nH]c4ccccc4c3CCN2Cc2cccn2-c2ncccn2)cc1 (stereo not drawn)	2.1%	1.5	2.1	1.0%	1.5%	-19.6	-13.8%	4.1	-4.1%	-4.3%
COc1ccc(CC(=O)Nc2cccc3c2CCCC3)cc1	2.3%	19.2	-1.2	-4.2%	.	7.9	0.7%	0.5	7.7%	1.3%
N#Cc1ccccc1OCC(=O)NC(=O)NC1CCS(=O)(=O)C1 (stereo not drawn)	-4.0%	0.0	0.8	.	-0.4%	-11.7	-9.0%	.	.	-5.9%
CCCc1cc(=O)oc2cc(C)cc(OCC(=O)NCc3ccccn3)c12	-4.4%	-23.5	-1.8	0.4%	-3.6%	-0.9	2.3%	-4.4	-0.7%	-1.4%
CC(=O)NC(Cc1ccc(C)cc1)C(=O)NC1CCN(C(=O)c2ccc([N+](=O)[O-])cc2)CC1 (stereo not drawn)	-4.2%	9.3	12.2	0.7%	9.0%[46.1 µM]	8.9	1.3%	-0.5	-5.9%	-4.8%
COc1cc(OC)nc(Oc2ccccc2C(=O)Oc2ccc(C)cc2)n1	17.1%	8.2	9.3	0.4%	-4.7%	-1.2	11.4%	0.5	-2.2%	0.9%
Cc1ccccc1Nc1ccc([N+](=O)[O-])cn1	-1.7%	-13.8	-8.0	8.9%	-0.7%	-6.5	-1.3%	2.5	10.5%	1.9%
O=C(O)C1CCN(C(=O)CSc2nnc3ccccn23)CC1	0.5%	-3.1	.	.	9.4%	3.9	0.6%	.	.	5.8%
Cc1ccc(SCC(=O)OCC(=O)N(C)CC(=O)Nc2ccccc2Cl)cc1C	-0.8%	-4.9	4.8	4.5%	-1.0%	-3.5	-1.2%	.	-6.3%	-6.0%
COc1ccc(CCNC(=O)/C(=C/c2cccnc2)NC(=O)c2ccccc2)cc1OC	2.3%	-28.0	2.0	1.1%	-4.6%	-12.7	-0.7%	2.0	-2.2%	-1.7%
CCC(C)C(=O)N1c2ccccc2C(=C2SC(C(=O)OC)=C(C(=O)OC)S2)C(=S)C1(C)C (stereo not drawn)	-24.8%	2.4	-14.1	0.9%	14.2%	-5.5	10.1%	-5.9	-3.5%	-6.1%
Cn1nc([N+](=O)[O-])nc1Oc1ccccc1	6.7%	-3.9	20.4	-0.1%	23.2%	0.7	7.7%	-11.7	17.9%	-1.8%
Cc1cc(NC(=O)CSC2=NS(=O)(=O)c3cc(F)ccc3N2)no1	-6.4%	-13.0	-1.0	.	-3.4%	3.8	-14.6%	.	.	-27.4%
CN(NC(=O)c1ccc(Cl)cc1)c1ncc(C(F)(F)F)cc1Cl	3.4%	7.1	-19.4	.	1.7%	-6.3	-0.4%	-0.2	1.4%	4.8%
Cc1nc2cc(C(=O)NCCN3CCOCC3)ccc2n1-c1ccc(F)cc1F	-3.5%	4.5	8.1	0.4%	-8.4%	1.5	0.7%	1.4	3.2%	11.5%
CSCCC(NC(=O)COc1ccccc1)C(=O)NCc1cccs1 (stereo not drawn)	3.9%	18.4	-1.5	4.1%	2.9%	-5.1	0.9%	1.7	-4.7%	-9.7%
Cc1cc(NC(=O)Cn2c(=O)n(Cc3ccccc3)c(=O)c3ccccc32)no1	-1.8%	-1.9	2.5	-0.6%	1.0%	0.6	-0.2%	5.2	3.5%	-4.4%
CC1(C)NC(=O)N(CCOCCOc2ccc3ccccc3c2Br)C1=O	.	8.6	-4.7	1.5%	-4.7%	-10.0	?	-1.1	4.7%	2.1%
CCn1c(C)c(C)c2cc(C(=O)Nc3cccc(Cl)c3)ccc21	-3.2%	-13.2	-6.4	.	6.9%	-7.5	19.9%	-1.3	15.8%	-1.1%
O=C(O)CC(c1ccc(Cl)cc1)N1Cc2ccccc2C1=O (stereo not drawn)	9.8%	5.8	-12.5	0.1%	-4.1%	4.8	3.6%	2.8	-18.8%	4.6%
Cc1cccc(C)c1OCC(=O)NNC(=O)CNC(=O)c1ccc(OC(F)F)cc1	?	-2.3	-16.2	.	-18.7%	39.4	?	.	.	9.4%
CC(=N\Nc1ccc(Cl)cc1)/C(=N/O)C(=O)Nc1ccccc1	2.4%	-7.0	5.3	1.8%	-2.9%	-2.2	11.8%	0.7	-17.5%	-5.5%
O=C(O)c1ccc(NC2=C(N3CCOCC3)C(=O)c3ccccc3C2=O)cc1	-4.0%	13.8	-4.2	1.2%	-1.5%	6.3	?	-27.7	-1.3%	9.7%
COc1cc(/C=C/c2nnc3c4ccccc4ncn23)cc(OC)c1OC	0.7%	-11.5	-34.1	-2.2%	1.6%[46.1 µM]	-17.9	?	1.3	22.2%	0.2%
COc1cccc(N2CCN(Cc3nnnn3C3CCCCC3)CC2)c1	4.2%	17.1	-21.7	-1.2%	3.6%	i	10.9%	1.2	-3.1%	-5.6%
O=C1Nc2ccccc2C12Nc1ccccc1S2 (stereo not drawn)	-10.3%	.	13.1	-2.7%	.	.	?	-0.1	0.9%	?
N/C(=N\OC(=O)c1cc(-c2ccccc2)nc2ccccc12)c1ccccn1	18.7%	-22.6	6.0	4.6%	-0.7%	-17.1	11.2%	5.8	-3.4%	-7.0%
COc1ccc(C2(C)NC(=O)N(CC(=O)Nc3ccc(Br)cc3F)C2=O)cc1OC (stereo not drawn)	-3.2%	10.8	7.8	-2.7%	1.5%	8.7	-1.7%	2.9	8.4%	1.0%
CC(=O)Nc1cccc(C(=O)OCC(=O)NNC(=O)c2ccc([N+](=O)[O-])cc2)c1	-9.1%	3.5	0.8	.	12.7%	-10.2	0.8%	.	.	-0.5%
CCOC(=O)C1(Cc2cccc(OC)c2)CCCN(Cc2cc(OC)c(O)c(OC)c2)C1 (stereo not drawn)	-4.4%	-19.3	8.7	1.7%	4.1%	-134.1*	0.7%	-14.8	-5.6%	-7.0%
COc1ccc(Cl)cc1NC(=O)C/C(C)=N/NC(=O)CC#N	4.0%	3.4	-2.9	-0.5%	0.1%	-1.2	-20.0%	0.0	-3.2%	-1.5%
CC1(C)CC(=O)C(C=NCCN2CCN(C(=O)c3ccccc3)CC2)=C(O)C1	5.7%	6.5	-7.7	3.6%	-15.5%	1.5	-0.7%	1.4	-1.1%	-2.9%
Cc1cc(C(=O)N/N=C/c2ccc(C)s2)n[nH]1	3.7%	-20.8	1.0	-0.8%	0.7%	5.6	?	-0.4	4.2%	1.4%
COc1ccc(-n2c(SCC#N)nc3c(sc(=S)n3-c3ccccc3)c2=O)c(OC)c1	3.1%	23.0	-6.3	.	-4.7%	-6.5	-5.3%	-5.5	-0.4%	-11.4%
CC(C)C[C@H](NC(=O)NC(C)C)C(=O)O	1.5%	-9.3	20.8	-0.8%	.	-0.4	?	2.2	8.8%	1.5%
CC(C)(C)OC(=O)N1CCC(c2c(C(=O)NCC3CCN(C4CCCC4)C3)cnn2-c2ccccc2Cl)CC1 (stereo not drawn)	-8.9%	-25.7	17.3	6.8%	4.5%	-23.8	3.5%	-7.9	8.0%	3.2%
COc1ccc2cc(C(=O)NCc3ccco3)c(=Nc3ccc(C(=O)O)cc3)oc2c1	2.7%	-11.2	-5.5	-2.0%	2.5%	-3.5	?	-0.8	-4.8%	-1.9%
NS(=O)(=O)c1ccc(NC(=O)COC(=O)CCc2ccccc2)cc1	2.4%	18.0	2.5	.	-4.6%	-12.0	6.6%	0.0	-3.3%	-1.2%

# Three compounds from above, arranged by count of non-hydrogen atoms, rising:
SMILES	AT treatment	Giardia killer	TSHR antagonist	GALK inhibitor	TCR act	hERG WT inh	BCR signal inh	Coupling enz	CXXC DNA block	Tb PFK inh
CC(C)C[C@H](NC(=O)NC(C)C)C(=O)O	1.5%	-9.3	20.8	-0.8%	.	-0.4	?	2.2	8.8%	1.5%
COc1cc(/C=C/c2nnc3c4ccccc4ncn23)cc(OC)c1OC	0.7%	-11.5	-34.1	-2.2%	1.6%[46.1 µM]	-17.9	?	1.3	22.2%	0.2%
Cc1ccc(SCC(=O)OCC(=O)N(C)CC(=O)Nc2ccccc2Cl)cc1C	-0.8%	-4.9	4.8	4.5%	-1.0%	-3.5	-1.2%	.	-6.3%	-6.0%
